CHRM4 antagonist: blocks acetylcholine activation of human M4 receptor. P08173. CHO-hM4 cells, ACh EC80, Fluo-8 calcium fluorescence. inhibition, % at 3 µM. 360,000 tested, 0.73% active;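 active means inhibition above its plate's cutoff, the mean inhibition of sample wells plus 3 SD, cut at about 27% in these data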;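 further: 0% = acetylcholine EC80 with DMSO and 100% = DMSO without agonist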
Target sequence (P08173 whole entry, looked up): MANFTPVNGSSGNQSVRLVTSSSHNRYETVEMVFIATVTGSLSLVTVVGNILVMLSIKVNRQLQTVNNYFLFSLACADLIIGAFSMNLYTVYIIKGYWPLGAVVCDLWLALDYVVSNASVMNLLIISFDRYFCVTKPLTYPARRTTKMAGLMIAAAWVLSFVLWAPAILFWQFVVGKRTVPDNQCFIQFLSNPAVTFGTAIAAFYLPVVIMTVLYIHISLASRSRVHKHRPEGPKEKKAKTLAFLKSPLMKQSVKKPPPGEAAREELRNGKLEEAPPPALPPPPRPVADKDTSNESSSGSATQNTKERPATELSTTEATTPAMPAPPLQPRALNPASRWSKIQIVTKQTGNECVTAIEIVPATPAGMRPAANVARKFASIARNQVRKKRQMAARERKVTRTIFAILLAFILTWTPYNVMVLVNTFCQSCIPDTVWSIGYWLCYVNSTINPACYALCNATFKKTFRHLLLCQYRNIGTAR
CRFR2-BP ag: agonists of human CRF-binding protein/CRF-R2 receptor complex; HEK293 CRF-R2/CRF-BP, calcium dye fluorescence (FLIPR); percent of saturating CRF peptide response; activation, % at 13.2 µM; 350,000 tested, 0.46% active; AID 588473;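 active means activation of at least 50%, plus an integration ratio under a set limit after plate pattern correction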;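 further: plate controls were neutral control wells without compound for no effect and CRF at EC100 for full effect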
M1 PAM: positive allosteric modulators of human M1 muscarinic receptor; activation, % at 3 µM; P11229; CHO-K1 hM1, Fluo-8 calcium fluorescence, ACh EC20; 0% = ACh EC20, 100% = maximal ACh; 360,000 tested, 0.088% active; AID 588819; in the data active means activation above about 19%, passing the limit was not always enough
M5 ag: agonists of human muscarinic M5 receptor (CHRM5); P08912; activation, % at 3 µM; 360,000 tested, 0.19% active; CHO-K1 hM5 cells, Fluo-8 calcium fluorescence; 0% DMSO wells, 100% maximal acetylcholine response; AID 624037;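 active means activation above the run's mean over test compounds plus 3 SD, cut at about 23% in these data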;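 further: signal is peak over basal fluorescence ratio across the kinetic read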
Target sequence (P08912 whole entry, looked up): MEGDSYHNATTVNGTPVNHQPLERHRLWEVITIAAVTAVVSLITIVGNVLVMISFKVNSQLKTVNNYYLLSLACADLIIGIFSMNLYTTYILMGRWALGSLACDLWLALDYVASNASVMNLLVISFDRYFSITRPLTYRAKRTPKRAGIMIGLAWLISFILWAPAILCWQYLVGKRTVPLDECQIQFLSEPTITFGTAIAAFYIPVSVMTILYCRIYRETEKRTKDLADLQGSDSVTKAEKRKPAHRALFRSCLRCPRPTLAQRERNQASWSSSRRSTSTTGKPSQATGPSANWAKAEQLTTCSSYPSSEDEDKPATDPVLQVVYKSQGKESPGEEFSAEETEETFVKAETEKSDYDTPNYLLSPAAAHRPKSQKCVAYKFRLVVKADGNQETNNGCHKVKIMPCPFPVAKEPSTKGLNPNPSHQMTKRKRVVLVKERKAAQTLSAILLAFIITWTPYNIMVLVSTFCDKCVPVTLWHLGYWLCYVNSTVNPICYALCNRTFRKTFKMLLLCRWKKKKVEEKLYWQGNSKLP
CHRM4 PAM: CHRM4 positive allosteric modulation; 360,000 tested, 0.4% active; P08173; activation, % at 3 µM; AID 624126; CHO-K1 hM4/Gqi5, Fluo-8 calcium fluorescence, ACh EC20; 0% = ACh EC20, 100% = maximal ACh;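 active means activation above its plate's cutoff, the mean activation of sample wells plus 3 SD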; further: some results filed as inactive read as strong as hits
CHRM5 antagonist: antagonists of human muscarinic M5 receptor (CHRM5); P08912; CHO-hM5 cells, Fluo-8 calcium fluorescence, ACh EC80; inhibition, % at 3 µM; 360,000 tested, 0.59% active;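 active means inhibition above a per-plate cutoff, the mean of that plate's test compounds plus 3 SD, cut at about 27% in these data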;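 further: 0% = acetylcholine EC80 with DMSO and 100% = DMSO without agonist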
M5 PAM: potentiates acetylcholine response at human M5 receptor; 360,000 tested, 0.3% active; activation, % at 3 µM; CHO-K1 hM5, Fluo-8 calcium, ACh EC20 PAM; 0% = ACh EC20, 100% = ACh EC100;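 active means activation above the run cutoff, the mean activation of all test compounds plus 3 SD, cut at about 18% in these data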
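Assay system – human M5 receptor in CHO-K1 cells · Read-out – % activation, ACh-normalized · Technique – Fluo-8 calcium fluorescence · Dosing – single-point, 3 µM nominal · Incubation – Fluo-8 loading 80 min at 37 °C plus 30 min room temperature · Repeats – singlicate, one well per test compound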
CHRM4 agonist: agonists of human muscarinic M4 receptor (CHRM4); 360,000 tested, 0.14% active; P08173; activation, % at 3 µM; CHO-K1 hM4/Gqi5, Fluo-8 calcium fluorescence; vehicle 0%, full acetylcholine response 100%;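 active means activation above the run mean over all test wells plus 3 SD, cut at about 32% in these data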;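 further: peak over basal fluorescence ratio per well then scaled between controls; 0% = DMSO wells and 100% = acetylcholine at EC100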
CHRM1 antagonist: human CHRM1 antagonism; P11229; 360,000 tested, 1.3% active; inhibition, % at 3 µM; CHO-K1 hM1, Fluo-8 calcium fluorescence, ACh EC80 antagonist;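 active means percent inhibition above its own plate's cutoff, namely the mean of that plate's compound wells plus 3 SD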;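 further: peak over basal fluorescence ratio during 140 s after agonist addition; 0% = ACh EC80 plus DMSO and 100% = DMSO alone without agonist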
* marks the source's active call; other numbers are inactive results; . = no result given.

SMILES | CHRM4 antagonist | CRFR2-BP ag | M1 PAM | M5 ag | CHRM4 PAM | CHRM5 antagonist | M5 PAM | CHRM4 agonist | CHRM1 antagonist
COC(=O)c1cc(-c2c(-c3ccc4c(c3)OCO4)noc2-c2ccsc2)cc([N+](=O)[O-])c1 | -9 | 3.3 | 3 | -2 | 0 | 5 | 2 | 0 | -1
CCc1cc2c(Nc3ccccc3O)nc(C)nc2s1 | -13 | -0.2 | -3 | -3 | -3 | 16 | -3 | 6 | -8
COc1ccccc1NC(=O)N1CCCC1C(=O)NC12CC3CC(CC(C3)C1)C2 (centres undefined) | 2 | 1.2 | 2 | 0 | 1 | 1 | -3 | 0 | 3
Cc1noc(C)c1CSCC(=O)N(C)CC(=O)Nc1ccccc1C(F)(F)F | -15 | 0.9 | 9 | 4 | 12 | -9 | 3 | 1 | 3
Cc1cccc2cc(CN(C(=O)c3cccc([N+](=O)[O-])c3)C(C)C)c(=O)[nH]c12 | -2 | -2.4 | 7 | 2 | 14 | 0 | 0 | 0 | -28
Cc1cc(-c2nc(C)c(-c3nnc(SCC(=O)Nc4cc(Cl)cc(Cl)c4)n3C)s2)no1 | -5 | 1.8 | 6 | 3 | 5 | 2 | 6 | 4 | -18
O=C(CCCCCN1C(=O)c2ccccc2C1=O)NC1CCCC1 | 2 | 2.3 | -3 | -1 | -8 | 3 | -1 | 1 | 5
CN(C)CCCNC(=O)c1ccc(/C=N/O)nc1 | 0 | 1.7 | 9 | 0 | 4 | 0 | -2 | 1 | -8
Nc1nc(NCCOCCO)nc(Nc2cccc(F)c2)c1[N+](=O)[O-] | 3 | -1.7 | 3 | 8 | -3 | 7 | -1 | 4 | -3
COc1cccc2c(=O)c(C(=O)NCCc3ccccc3)c[nH]c12 | -3 | 0.1 | 10 | 2 | -2 | -5 | -4 | 5 | -12
C=CCC[C@@H](Cc1ccc(F)cc1)C(=O)O[C@H](CNC(=O)[C@H](CC=C)CC(=O)N(CCO)Cc1ccccc1)c1ccccc1 | 15 | 10 | -9 | -1 | -9 | 5 | -10 | 15 | 14
COc1ccc(OC)c(S(=O)(=O)NC(=O)C2(C)CCN2C(=O)CC2CCCC2)c1 (centres undefined) | -14 | . | 7 | 0 | 9 | -9 | 6 | 0 | -13
O=S(=O)(NC1CCSc2ccccc21)c1ccccc1 (centres undefined) | 2 | -3.1 | 5 | -5 | -6 | 7 | 1 | 2 | -8
Cc1cccc(C(=O)NCCCNC(=O)c2cccnc2)c1 | -6 | -1.1 | 21 | -3 | -5 | -1 | 7 | 0 | -17
O=C(c1ccco1)N1CCN(Cc2csc(-c3ccccc3Cl)n2)CC1 | -8 | 1.1 | 4 | 2 | -3 | -2 | -7 | 6 | -12
O=C(NCCc1nc2ccccc2[nH]1)/C(=C/c1ccco1)NC(=O)c1ccco1 | 4 | -1.2 | -2 | 0 | -1 | -2 | 2 | 1 | 6
COc1ccc(/C=C2\CCC/C(=C\C=N\N(C)C)C2=O)cc1 | 4 | 4.2 | 3 | 6 | -1 | 9 | 4 | 6 | 6
COc1ccc(C2=C(C=O)Cc3ccccc3O2)cc1 | -16 | -1.8 | 3 | -10 | -2 | 11 | -1 | 2 | 5
CC(C)CC(O)C1CCN(C(=O)CCc2nnc(-c3ccccc3)o2)CC1 (centres undefined) | -3 | -0.4 | 7 | 0 | 5 | 0 | 1 | 2 | -7
O=C(NCc1ccco1)C(c1cccnc1)N(C(=O)Cn1nnc2ccccc21)c1ccccc1 (centres undefined) | -9 | -0.1 | -2 | -3 | -6 | 0 | -10 | 9 | -21
COc1cc(C(=O)Nc2sc3c(c2C(=O)O)CCC3)cc(OC)c1OC | -2 | -4.0 | 14 | -4 | 6 | 10 | -4 | 0 | -16
CCCCCn1c(CN2CCCCC2C)nc2c1c(=O)n(C)c(=O)n2C (centres undefined) | 8 | -1.6 | -4 | -2 | -3 | 7 | -8 | 0 | 5
O=c1ccc(N=Nc2ccccc2)ccc1O | -4 | -1.6 | 19 | -4 | -1 | 9 | -5 | -3 | -13
CC(C)(C)NC(=O)NC(=O)COC(=O)C1(C)CC1(Cl)Cl (centres undefined) | 5 | 2.4 | 2 | -3 | -3 | 6 | -3 | 0 | -8
Cc1ccc(NC(=S)NNC(=O)CSc2nnc(-c3ccc(Cl)cc3)n2C2CCCCC2)cc1 | 4 | -1.8 | 11 | -1 | -3 | -9 | 4 | -1 | -10

(listing goes on)
SMILES | CHRM4 antagonist | CRFR2-BP ag | M1 PAM | M5 ag | CHRM4 PAM | CHRM5 antagonist | M5 PAM | CHRM4 agonist | CHRM1 antagonist
CC(OC(=O)C1=COCCO1)C(=O)NC1CCCCC1 (centres undefined) | -2 | -0.3 | 19 | 1 | 12 | -3 | 6 | 1 | -25
CCCCn1c(N)c(N(CC(C)C)C(=O)C2CSC3(C)CCC(=O)N23)c(=O)[nH]c1=O (centres undefined) | 5 | -1.1 | 7 | 2 | 4 | 1 | 6 | 0 | -5
CC(C)C12CN3CC(C(C)C)(CN(C1)C3(C)C)C2=O | 5 | 0.4 | 14 | 2 | 9 | 4 | 4 | 2 | -18
Cc1cc(C(=O)Nc2ccon2)cs1 | 9 | 5.9 | 7 | -2 | -5 | 3 | 2 | 0 | 0
O=C(c1csc2ccccc12)n1cccn1 | 7 | 1.1 | 4 | -2 | 7 | 11 | -7 | 1 | -6
Cc1ccc(-c2nc(Nc3ccc(N4CCOCC4)cc3)c3ccccc3n2)cc1 | 5 | -0.6 | -1 | 5 | -8 | -1 | -2 | 5 | 0
CC(C)CC(=O)Nc1ccc2c(c1)nc(CCN1CCOCC1)n2C | 1 | -0.8 | 6 | -4 | 7 | 8 | 3 | 1 | -11
COC(=O)C1=C(C)OC(N)=C(C#N)C1c1c(C)nn(C)c1C (centres undefined) | 1 | -0.1 | -3 | 1 | 10 | -1 | -1 | 1 | 6
Cc1ccc(-c2noc(CCCN3C(=O)c4ccccc4C3=O)n2)cc1 | -1 | 2.1 | 2 | 1 | 12 | -4 | 2 | 0 | -3
COc1ccc(C(C)NC(=S)NC2CCCCC2)cc1OC (centres undefined) | -4 | 1.6 | 8 | -4 | 1 | -8 | 7 | 1 | -6
COC(=O)c1ccccc1OCC(=O)N1CCN(c2ccc(OC)cc2)CC1 | 0 | 0.8 | 10 | 2 | 1 | -2 | -2 | 2 | -17
Cc1cc(N2CCN(c3ncccn3)CC2)nc2c(C)cccc12 | -7 | -0.7 | 3 | -2 | -7 | 11 | -5 | 0 | -6
C=C(c1ccc(OCCO)cc1)c1ccc(OCCO)cc1 | -4 | -0.6 | 2 | -5 | 15 | -4 | 0 | 5 | -12
COc1ccc(S(N)(=O)=O)cc1N(C)S(=O)(=O)c1ccccc1 | -11 | 1.1 | 12 | 1 | 6 | -3 | -10 | 2 | -4
Cc1ccc(NC(=S)NCCc2ccc(Cl)cc2)c(C)c1 | -5 | 0.9 | -11 | -9 | -9 | -1 | -11 | 1 | 3
COc1ccc(NC(=O)c2ccc3ccccc3n2)cc1S(=O)(=O)Nc1ccccc1Cl | -5 | 6.1 | -3 | -3 | -5 | 0 | -7 | 2 | 9
CC(C)(C)C(=O)N(Cc1ccc(Cl)cc1)Cc1cccnc1 | -7 | -1.7 | 5 | 1 | -1 | 5 | -1 | 1 | -3
C=CCN(C(=O)CCC(=O)Nc1cc(C)on1)C(C(=O)NC1CCCC1)c1ccc(OC)c(OC)c1 (centres undefined) | -2 | 0.8 | 3 | 0 | 5 | 14 | 2 | 2 | -3
O=S(=O)(NCC(c1ccco1)N1CCN(c2ccccc2F)CC1)c1ccccc1 (centres undefined) | 4 | -2.8 | 7 | -1 | -5 | 2 | -3 | -2 | -11
CCOc1ccc(C(F)(F)F)cc1NC(=O)COc1ccc(C(F)(F)F)cc1[N+](=O)[O-] | -4 | 0.3 | 3 | -3 | -1 | 3 | -1 | 0 | 0
Cc1cccc2sc(N(CCCN(C)C)C(=O)CN3C(=O)c4ccccc4C3=O)nc12 | 3 | 0.1 | -7 | -17 | -6 | -3 | 1 | 24 | 10
NNC(=O)c1nc(Cl)c(Cl)c(N)c1Cl | -1 | 0.7 | 1 | -2 | -8 | 1 | -1 | 0 | -1
O=C(N/N=C/c1cn(CC(=O)N2CCOCC2)c2ccccc12)c1cccnc1 | 2 | -0.9 | 21 | 1 | 8 | -1 | 10 | 2 | -17
NC(=O)CCCc1nc(-c2ccccc2Cl)no1 | 6 | 0.2 | 0 | -2 | 5 | 8 | 0 | 2 | 2
CCNC(=S)N(CCc1ccc(S(N)(=O)=O)cc1)C1CC(=O)N(c2ccccc2)C1=O (centres undefined) | 5 | 97* | 13 | -1 | 9 | 2 | 5 | 2 | 0

More results follow.
SMILES | CHRM4 antagonist | CRFR2-BP ag | M1 PAM | M5 ag | CHRM4 PAM | CHRM5 antagonist | M5 PAM | CHRM4 agonist | CHRM1 antagonist
O=C(O)C1CC=CCC1C(=O)c1ccccc1 (centres undefined) | 0 | 2.6 | 5 | 1 | 3 | -4 | -3 | 1 | -7
CC(C)(C)S(=O)N1Cc2cc(CO)ccc2[C@H]1CCO (some centres undefined) | -13 | 0.2 | 14 | -1 | 14 | 3 | -5 | 0 | -20
CN(C)S(=O)(=O)c1cccc(CNCC2COc3ccccc3O2)c1 (centres undefined) | -7 | 1.0 | 8 | -1 | 4 | 10 | -7 | 6 | -18
Cc1ccccc1NC(=O)CSc1ccsc1[N+](=O)[O-] | 3 | -2.1 | 8 | -2 | -6 | -4 | 0 | 1 | -5
COCCN1C(=S)NC(c2cccc(C(F)(F)F)c2)C(C(=O)N2CCOCC2)=C1C (centres undefined) | 3 | 1.6 | 3 | 1 | -1 | 3 | 2 | 1 | -6
O=S(=O)(NCCC1=CCCCC1)c1ccccc1Br | -17 | 2.5 | 6 | -7 | 3 | -2 | -5 | -1 | 2
CCSc1nc2c(c(=O)[nH]1)C(c1ccccn1)C1=C(CC(C)(C)CC1=O)N2 (centres undefined) | 6 | -1.6 | 7 | -8 | 0 | 5 | 17 | 0 | -7
Cc1ccc(/C=C2\SC(=S)N(CCCC(=O)Nc3cccc(C(=O)O)c3)C2=O)cc1 | 6 | 8.2 | 7 | -4 | 2 | 16 | -8 | 1 | -10
O=C(CN1CCN(Cc2ccc(F)cc2Cl)CC1)NCc1ccccc1 | -11 | -1.6 | 4 | 6 | 1 | -3 | 0 | 2 | -4
COc1ccc([C@H]2CC(=O)C=C(c3ccc(-c4ccccc4)c(F)c3)C2)cc1 | -1 | 13 | 11 | 1 | 6 | 8 | 2 | 1 | -13
CC(=O)Nc1ccc(S(=O)(=O)N(c2cccnc2)S(=O)(=O)c2ccc(NC(C)=O)cc2)cc1 | -20 | -2.5 | 3 | -1 | 9 | -8 | -1 | -1 | -7
O=C(CSc1ccc2nnc(-c3cccs3)n2n1)N1CCCC1 | -16 | 0.9 | 10 | 0 | -2 | 7 | 6 | 1 | -9
COc1ccc(OC)c(S(=O)(=O)N2CCCCC2C(=O)N2CCN(c3ccccn3)CC2)c1 (centres undefined) | -6 | -1.2 | -4 | 3 | -18 | -3 | -10 | 12 | 9
CCc1cccc(CC)c1NC(=S)N1CCn2cccc2C1c1ccncc1 (centres undefined) | 3 | -3.9 | 6 | -2 | 4 | 2 | 12 | 1 | -1
COc1ccccc1NS(=O)(=O)c1ccc(NC(=O)c2ccncc2)cc1 | 5 | -1.5 | -5 | 1 | -5 | 9 | -6 | 6 | 3

Compounds were not picked by outcome. About 2.8% of those tested had a hit in this group.
